Source: PubChem (several laboratories)
Neddyl block – cullin neddylation inhibition; TR-FRET cullin neddylation, biochemical; 360,000 compounds, 0.58% hits; calls only at 25 µM; in the data active = inhibition above about 36%
NadD inh – inhibitors of Staphylococcus aureus NadD. inhibition, % at 20 µM. purified NadD enzyme, colorimetric absorbance read-out. 360,000 compounds, 0.78% hits; in the data active = inhibition above about 26%; note: some compounds past the cut are filed as inactive
Rpn11 block – inhibitors of human proteasome Rpn11. O00487. 360,000 compounds, 0.59% hits. calls only at 20 µM. human 26S proteasome, Ub4-pepOG fluorescence polarization; 20S core pre-blocked with epoxomicin;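 active = inhibition at 20 µM, scaled to each plate's controls, above about 33%, limit read from the data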
CSN inh – blocks human CSN-mediated cullin deneddylation. Q92905. 360,000 compounds, 0.38% hits. AID 651999. Purified CSN, SCF-Nedd8-OG deneddylation, fluorescence polarization. inhibition, % at 12.5 µM;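 active = pattern-corrected inhibition above about 35%, with an unprinted fluorescence ratio check between 0.5 and 1.5, limit read from the data, passing the limit was not always enough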;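 note: 0% = enzyme with substrate and 100% = substrate without enzyme; some results filed as inactive read as strong as hits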
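assay system = purified human Csn5 enzyme expressed in HEK293T cells | amount = 0.24 nM enzyme | buffer or medium = Tris/NaCl/DTT buffer, pH 7.5 | reagent = 10 nM SCFSkp2-Nedd8OG | compound = one concentration, 12.5 µM, 0.25% DMSO | times = 90 min reaction at room temperature | signal = FP | read-out basis = % inhibition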
MT1-MMP act inh – MT1-MMP (human) activation inhibition; P50281; HT1080 RFP-PRO-GFP cells, GFP/RFP ratio fluorescence, overnight; percent of plate control window, DMSO zero; GFP/RFP ratio change, % at 20 µM; 360,000 compounds, 0.061% hits; AID 651647;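 active = GFP/RFP ratio change of at least 30% with cell ATP level not reduced by more than half and red fluorescence within 50% of control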; note: strong numbers were not always called active
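Assay system: HT1080 cells carrying an RFP-PRO-GFP reporter | Dosing: Single dose of 20 µM compound, 1% DMSO final | Incubation: Cells overnight before dosing, compound overnight, 37 °C, 5% CO2 | Evaluation: GFP/RFP fluorescence ratio | Control set: DMSO and RFP-L50D-GFP cell wells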
FAS-TE inh – inhibitors of human fatty acid synthase thioesterase domain. P49327. recombinant FAS-TE, OMFH fluorogenic substrate, fluorescence endpoint. inhibition, % at 15 µM. 360,000 compounds, 0.67% hits. AID 602261;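 active = compounds whose normalised, plate-corrected inhibition of enzyme fluorescence in the single-dose primary screen is 50% or more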;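 note: 0% = DMSO with enzyme and 100% = substrate without enzyme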
SKN-1 block – inhibitors of C. elegans SKN-1; C. elegans VP596 Pgst-4::GFP/RFP ratio, acrylamide-induced, 24 h; inhibition, % at 21.8 µM; 360,000 compounds, 0.49% hits;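 active = interference check ratio from 0.5 to 1.5 plus GFP to RFP signal ratio inhibition reaching or exceeding a fixed threshold, cut at about 30% in these data, passing the limit was not always enough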; note: some compounds called inactive have numbers as strong as hits
Rin1 Abl inh – human Rin1-Abl interaction inhibition; P00519+Q13671; TR-FRET Rin1/Abl binding, biochemical; inhibition, % at 7.35 µM; 360,000 compounds, 0.4% hits; AID 588664; in the data active = inhibition above about 5%, passing the limit was not always enough
MLLE-PAM2 inh – inhibitors of microRNA-mediated deadenylation, human PABP1 MLLE binding; GST-MLLE / FITC-PAM2 fluorescence polarization; inhibition, % at 20 µM; 360,000 compounds, 0.36% hits; AID 588489; in the data active = inhibition above about 35%, passing the limit was not always enough;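 note: plate controls were DMSO wells with GST-MLLE for no effect and wells lacking GST-MLLE protein for full effect; some results filed as inactive read as strong as hits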
* hit, by the source's call; i = inactive; nt = no result given; & = joins results of further samples.

SMILES | Neddyl block | NadD inh | Rpn11 block | CSN inh | MT1-MMP act inh | FAS-TE inh | SKN-1 block | Rin1 Abl inh | MLLE-PAM2 inh
Cn1c(CCCCCN)nc2ccccc21 | i | -1 | i | -2 | -5 | -9 | 13 | 7 | -5
COC(=O)c1cc(S(=O)(=O)N2CCN(Cc3ccccc3)CC2)cn1C | i | 5 | i | 3 | 4 | 2 | 13 | 0 | 3
CN(CC(=O)Nc1ccccc1Cl)C(=O)C1CCN(C(=O)c2ccc(Cl)cc2)CC1 | i | 3 | i | 0 | 4 | -3 | 18 | 5 | -1
Cc1n[nH]c(C)c1S(=O)(=O)N1CCCC(C(=O)Nc2ccc(Br)cc2)C1 (stereo not given) | i | 0 | i | 1 | 3 | 2 | 1 | -2 | 13
CCOCCCNC(=O)c1c(C)c(C(=O)OCC)n(C)c1C | i | -3 | i | 1 | 0 | -3 | 5 | -1 | -5
COc1cccc(NC2=NCCCCC2)c1 | i | -5 | i | 4 | 3 | -5 | 6 | -2 | -3
O=C(O)C1Cc2[nH]cnc2C(c2ccccc2O)N1 (stereo not given) | i | 4 | i | 2 | -10 | -14 | 3 | 4 | 2
CCN(CC)CCn1c2c(c(SCC(=O)Nc3ccc(C(C)C)cc3)nc1=O)CCC2 | i | 3 | i | -5 | 5 | -5 | -16 | 1 | 1
COc1cc([N+](=O)[O-])cc(/C=N/NC(=O)C(C)Nc2cccc(C)c2)c1O (stereo not given) | i | -1 | i | -13 | 2 | 36 | -1 | 4 | 7
Cc1ccc(-c2n[nH]c(=S)n2/N=C/C=C/c2ccccc2[N+](=O)[O-])cc1 | i | 35* | i | 10 | -6 | 3 | -2 | -4 | -31
O=Cc1cc(CCC(=O)O)ccc1O | i | 0 | i | 3 | 4 | -12 | 4 | 0 | 2
CCNC(=O)C1(C)CCN(Cc2ccc(C(F)(F)F)cc2)C1 (stereo not given) | i | -4 | i | 0 | -2 | -7 | 5 | -5 | 10

The last seven entries of the part before lead into the next:
SMILES | Neddyl block | NadD inh | Rpn11 block | CSN inh | MT1-MMP act inh | FAS-TE inh | SKN-1 block | Rin1 Abl inh | MLLE-PAM2 inh
COc1cccc(NC2=NCCCCC2)c1 | i | -5 | i | 4 | 3 | -5 | 6 | -2 | -3
O=C(O)C1Cc2[nH]cnc2C(c2ccccc2O)N1 (stereo not given) | i | 4 | i | 2 | -10 | -14 | 3 | 4 | 2
CCN(CC)CCn1c2c(c(SCC(=O)Nc3ccc(C(C)C)cc3)nc1=O)CCC2 | i | 3 | i | -5 | 5 | -5 | -16 | 1 | 1
COc1cc([N+](=O)[O-])cc(/C=N/NC(=O)C(C)Nc2cccc(C)c2)c1O (stereo not given) | i | -1 | i | -13 | 2 | 36 | -1 | 4 | 7
Cc1ccc(-c2n[nH]c(=S)n2/N=C/C=C/c2ccccc2[N+](=O)[O-])cc1 | i | 35* | i | 10 | -6 | 3 | -2 | -4 | -31
O=Cc1cc(CCC(=O)O)ccc1O | i | 0 | i | 3 | 4 | -12 | 4 | 0 | 2
CCNC(=O)C1(C)CCN(Cc2ccc(C(F)(F)F)cc2)C1 (stereo not given) | i | -4 | i | 0 | -2 | -7 | 5 | -5 | 10
O=C(CN1C(=O)c2ccccc2S1(=O)=O)Nc1ccc(S(=O)(=O)N2CCCCCC2)cc1 | i | 1 | i | 0 | -2 | 13 | 5 | 6 | 11
CN(CCC#N)C(=O)COC(=O)C1c2ccccc2Oc2ccccc21 | i | 4 | i | 2 | 1 | -3 | 5 | 2 | 8
CC1CCN(c2ccc([N+](=O)[O-])cc2C(N)=O)CC1 | i | 2 | i | -5 | -3 | -1 | 9 | 0 | -1
O=C1C(=O)N(CCCn2ccnc2)C(c2cccc(Br)c2)/C1=C(\O)c1ccc2c(c1)OCCO2 (stereo not given) | i | 11 | i | 0 | -3 | -6 | -6 | -22 | 0
CCN(C(=O)CSc1nnc(-c2ccc(Cl)cc2)n1C)C1CCS(=O)(=O)C1 (stereo not given) | i | -2 | i | 8 | -5 | -2 | 1 | 3 | 0
Cc1ccc(CN(C(=O)c2ccco2)C(C(=O)NC2CCCC2)c2cccnc2)cc1 (stereo not given) | i | 2 | i | -7 | -4 | 7 | -2 | 2 | 3
COc1ccc([C@H]2CC(=O)C=C(c3ccc(OC(F)(F)F)cc3)C2)cc1 | i | 0 | i | -3 | 2 | 33 | -11 | 3 | 4
CC(=O)Nc1ccc(C(=O)NNC(=O)c2ccc(Cl)cc2)cc1 | i | -5 | i | -1 | 1 | -6 | -12 | -3 | -2
COc1cccc(CN(C(=O)/C=C/c2ccc(Cl)cc2)C2CCS(=O)(=O)C2)c1 (stereo not given) | i | -7 | i | -6 | 1 | 17 | 3 | 0 | -2
COC(=O)C1=C(C)NC(c2c(O)ccc3ccccc23)C(C(=O)OC)=C1C (stereo not given) | i | 2 | i | -3 | 3 | -3 | 4 | -2 | -9
O=C(N/N=C1\CC(c2ccccc2)Oc2ccccc21)c1cccnc1 (stereo not given) | nt | -4 | i | 7 | 4 | -1 | 2 | -4 | 7
NC(=O)c1ccc(SCC(=O)OCC(=O)NCc2ccco2)c([N+](=O)[O-])c1 | i | -3 | i | -4 | 0 | -4 | -6 | 3 | 22
C[C@@H]1CN([C@@H](C)CO)C(=O)c2cc(NS(C)(=O)=O)ccc2O[C@@H]1CN(C)Cc1ccc(C(F)(F)F)cc1 | i | 1 | i | 0 | -3 | -5 | -11 | 1 | 0
c1ccc2c(c1)CC1(CCCC1)n1nnnc1-2 | i | -10 | i | -9 | 4 | -3 | 8 | 0 | -1
CC(C)N(C(=O)[C@H]1CC(CC(=O)NCCCN(C)C)C(=O)N2CCc3c([nH]c4ccccc34)[C@]12C)C(C)C (stereo not given in full) | i | 1 | i | -7 | -2 | -2 | 1 | -1 | 14
O=C1c2ccccc2C(c2nc3ccccc3[nH]2)N1c1ccccc1 (stereo not given) | i | 0 | i | 15 | 0 | -9 | -10 | 3 | -4
O=C(CCC(=O)Nc1ccccc1)N/N=C/c1ccco1 | i | 0 | i | 10 | 2 | -8 | 10 | 2 | 5
CN(C)c1ccc(-c2ccnc3c2CC(C)(C(=O)Nc2cccc(N(C)C)c2)O3)cc1 (stereo not given) | nt | 6 | i | 0 | 2 | 0 | 17 | 1 | 2
CCOC(=O)c1[nH]c2cc3c(cc2c1CCCN1C(=O)c2ccccc2C1=O)OCCO3 | i | -4 | i | 2 | 5 | 24 | 12 | -5 | 0
CCCCn1nnnc1C(c1cc2ccccc2o1)N1CCCCC1 (stereo not given) | i | 6 | nt | -7 | 3 | 14 | 8 | nt | nt
CSCCC(NS(=O)(=O)c1ccc(Cl)cc1)C(=O)OCc1cccc(Cl)c1 (stereo not given) | i | -10 | i | -4 | -1 | 20 | -4 | -4 | -1
COC(=O)c1ccc(NC2CC(=O)N(c3ccccc3C)C2=O)cc1 (stereo not given) | i | 2 | i | -5 | -5 | -4 | -6 | -1 | -3
Cn1c(=O)[nH]c(=O)c2c1nc1n2CCS1 | i | 3 | i | 0 | 0 | -4 | -1 | 0 | 2
COc1ccc(Cn2ccnc2SCC(=O)Nc2ccccc2F)cc1 | i | -1 | i | 6 | 0 | -3 | 32 | -2 | -98
O=C(c1ccc(-c2ccccc2)cc1)N1CCN(c2ccccn2)CC1 | i | 3 | i | -4 | -1 | 8 | -3 | 3 | -2
COc1ccc2c(=O)c(-c3ccccc3C)c(C)oc2c1 | i | -5 | i | 5 | -4 | -1 | -3 | 2 | 8
O=c1[nH]cc(O)c(=O)[nH]1 | i | -3 | i | -2 | 6 | -4 | 9 | -3 | 8
CCN(CC)S(=O)(=O)c1cc(C(=O)Nc2ccccc2[N+](=O)[O-])ccc1Cl | i | -7 | i | -2 | -6 | 28 | 13 | -4 | -5
Cc1ccc(NC(=O)CN(C)C(=O)Cn2nnc(-c3ccccc3)n2)cc1 | i | 1 | i | 5 | 4 | 0 | 7 | 2 | 1
CCn1nc(C)cc1C(=O)N1CCCC(C(=O)c2cccc(OC)c2)C1 (stereo not given) | i | 2 | i | 7 | 0 | -3 | -11 | 0 | 2
CCOc1ccc2nc(N3CCCC(C(=O)NCC4CCCO4)C3)sc2c1 (stereo not given) | i | -5 | i | -1 | 5 | -7 | -9 | 1 | -6
Cc1ccc(NC(=O)NC(=O)CN2CCN(c3ccc(O)cc3)CC2)c(C)c1 | i | 4 | i | 0 | -3 | -3 | 15 | -1 | 1
COc1cccc(CN2CCNC(=O)C2CC(=O)NC2CCCCC2)c1OC (stereo not given) | i | 5 | i | 4 | -4 | -1 | 13 | -2 | 0
Cc1cc(-c2onc(C)c2C(=O)O)no1 | i | -6 | i | 0 | -2 | -10 | -5 | -2 | -4
CCN(CC)C(=O)C1=C(C)N(Cc2ccccc2)C(=O)C(CC(=O)NCC2CCCCC2)C1 (stereo not given) | i | -1 | i | 2 | 2 | 0 | 6 | -1 | 4
NC(N)=NS(=O)(=O)c1ccc(NC(=S)NC(=O)c2sc3ccccc3c2Cl)cc1 | i | 43* | i | -4 | 0 | -2 | 5 | -27 | 34
Cc1ccccc1CSc1nnc(-c2cnccn2)n1C | i | -2 | i | -2 | 1 | 1 | 5 | -1 | 11
Cc1ccc(S(=O)(=O)N2CCN(Cc3nc4ccccc4n3C)CC2)cc1 | i | 8 | i | 2 | 0 | -1 | 5 | 5 | -6
CCCCCCSc1ccc([C@H]2N[C@@](Cc3ccccc3)(C(=O)OC)[C@H]3C(=O)N(CC)C(=O)[C@@H]23)cc1 | i | -4 | i | -3 | -5 | 30 | 3 | 3 | 5
CC(C)OCCOc1ccc2oc(-c3ccco3)cc(=O)c2c1 | nt | 0 | i | 14 | -3 | -1 | 3 | -2 | -8
Cc1ccccc1NS(=O)(=O)c1cc(C(=O)N2CCCC2)ccc1C | i | -2 | i | -2 | 2 | -5 | -3 | 0 | 9
CCOC(=O)c1sc(=S)n(C)c1NC(=O)c1ccc(OC)cc1 | i | 0 | i | 4 | 0 | 4 | -1 | -3 | 31
CCCCCCCCCCOC(=O)Cn1c(COc2ccc(OC)cc2)[n+](C)c2ccccc21 | i | 11&9 | i | 3&6 | 2&-8 | -33&-13 | -9&-8 | 1&1 | -10&-13
Cc1nn(C)cc1/C=N/NC(=S)Nc1ccc(Cl)cc1Cl | i | -1 | i | -4 | -1 | -2 | 4 | 0 | 26
C/C(=N\NC(=O)CCC(=O)Nc1ccc(C)c(C)c1)C1CC1 | i | -5 | i | 1 | 2 | -3 | 4 | -1 | 10
CCN(Cc1cc2ccccc2[nH]c1=O)C(=O)C1CCCCC1 | i | 0 | i | -5 | 4 | -9 | -28 | 2 | 1
Cc1ccccc1NC1=NC(=S)N(c2ccccc2)C12CCCCC2 | i | -3 | i | -9 | -5 | 14 | 5 | -1 | -130
COc1ccc(OC)c(C2C(C(=O)Nc3cccnc3)=C(C)NC3=C2C(=O)CCC3)c1 (stereo not given) | i | 1 | i | -2 | 6 | -2 | -18 | 2 | 6
O=S1(=O)CC(N2CCN(CCO)CC2)CN1C1CCCC1 (stereo not given) | i | -4 | i | -4 | -1 | -11 | -6 | 0 | 13

No enrichment for hits; any-hit rate near 3.9%.
